3T3 cytotox: cytotoxic compounds in NIH 3T3 cells; NIH 3T3 viability, CellTiter-Glo ATP luminescence, 48-72 h; Potency, µM (series often up to 96.7 µM), without a hit: at the top dose activity change, negative = cytotoxicity, most hits filed as inhibitors; 4.3% of 94,000 active; note: potency is the fitted concentration of half-maximal effect; nearly all actives have a fitted effect of over 55% in size
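Viability of NIH 3T3 cells after 48 or 72 hr compound treatment at 37 °C was assessed by CellTiter-Glo, with luminescence imaged following a 10 min room-temperature step.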
Luciferase inh: Photinus pyralis luciferase inhibition | P08659 | 2.5% of 76,000 active | purified P. pyralis luciferase, luminescence, biochemical | Potency, µM (series often up to 115 µM), for inactives: top-dose activity change, negative = inhibition, usual class: inhibitors; note: potency is the fitted concentration of half-maximal effect; nearly all actives have a fitted effect of over 65% in size
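Luminescence read by CCD imager after adding enzyme (10nM final) to wells holding compound, titrated in qHTS. Substrates 10uM each D-luciferin and ATP; buffer 50mM Tris acetate pH 7.5, 10mM Mg acetate, Tween-20, BSA.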
HEK cytotox: kills HEK 293 cells | HEK 293 viability, ATP luminescence (CellTiter-Glo), 48-72 h | Potency, µM (highest dose often 115 µM), inactives show at the highest dose activity change, negative = cytotoxicity, hits mostly inhibitors | 6.6% of 94,000 active | AID 1345083; note: potency is the fitted concentration of half-maximal effect; nearly all actives have a fitted effect of over 60% in size
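Luminescence from cellular ATP, measured with CellTiter-Glo, indicates HEK 293 viability. Cells plated at 250 cells/well are treated with compound for 48 or 72 hr at 37 degree Celsius before reagent addition.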
GPT2 inhibitor: GPT2 alanine aminotransferase inhibition | Q8TD30 | Recombinant GPT2, coupled pyruvate oxidase/HRP Amplex Red fluorescence | Potency, µM (titrated, usually from 57.7 µM), without a hit: top-dose activity change, negative = inhibition, most hits filed as inhibitors | 0.25% of 100,000 active | AID 1671188; note: potency is the fitted concentration of half-maximal effect; nearly all actives have a fitted effect of over 60% in size; many of its hits are not listed in these tables
Target sequence (Q8TD30 whole entry, looked up): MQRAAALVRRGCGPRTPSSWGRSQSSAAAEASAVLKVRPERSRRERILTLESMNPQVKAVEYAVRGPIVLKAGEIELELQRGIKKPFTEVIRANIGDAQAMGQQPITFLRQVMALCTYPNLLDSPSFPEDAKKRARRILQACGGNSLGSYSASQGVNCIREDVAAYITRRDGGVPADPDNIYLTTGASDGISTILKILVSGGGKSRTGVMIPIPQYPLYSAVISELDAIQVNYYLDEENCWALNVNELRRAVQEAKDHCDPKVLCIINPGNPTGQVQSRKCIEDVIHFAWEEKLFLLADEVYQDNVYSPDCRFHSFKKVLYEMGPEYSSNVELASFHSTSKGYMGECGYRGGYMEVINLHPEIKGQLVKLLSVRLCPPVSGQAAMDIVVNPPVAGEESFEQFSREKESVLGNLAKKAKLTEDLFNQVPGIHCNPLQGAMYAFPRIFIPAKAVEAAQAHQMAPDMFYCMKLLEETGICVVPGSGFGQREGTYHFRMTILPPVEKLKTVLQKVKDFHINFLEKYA
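GPT2 10ng/uL, a-KG 250uM, L-Ala 2mM, HEPES pH7.5 + 0.0001% Tween; 30 min RT. Then Amplex mix (PO/HRP/ThPP), 30 min RT dark, fluorescence. AOA 50uM used as positive control.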
SNCA viab count: reduces viability of HEK-293 SNCA reporter cells; 0.12% of 150,000 active; Potency, µM (titrated, usually from 57.1 µM), without a hit: at the top dose activity change, negative = cytotoxicity, usual class: cytotoxic; HEK-293-SNCA-luc viability, GF-AFC fluorescence, 24 h;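 note: potency is the fitted concentration of half-maximal effect; 0% = DMSO-treated cells and -100% = medium-only wells without cells; nearly all actives have a fitted effect of over 30% in size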
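Cytotoxicity counterscreen: after 24 h compound treatment of genome-edited SNCA-luciferase HEK-293 cells, live-cell protease substrate GF-AFC read by fluorescence after 30 min; activity scaled between DMSO (0%) and medium-only (-100%), curves Hill-fitted.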
SNCA expr inh: inhibitors of alpha-synuclein (SNCA) gene expression; HEK-293 SNCA-luciferase knock-in, luminescence, 24 h; Potency, µM (highest dose often 57.2 µM), without a hit: at the highest dose activity change, negative = inhibition, usual class: inhibitors; 0.17% of 140,000 active;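 note: potency is the fitted concentration of half-maximal effect; plate controls were DMSO cells for no effect and cell-free wells for full effect; nearly all actives have a fitted effect of over 45% in size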
IP6K1 inhibitor: inhibitors of human IP6K1; Q92551; IP6K1 kinase, ADP-Glo luminescence, 2 h; active compounds read low; activity change, % (series mostly up to about 58 µM); 0.81% of 140,000 active; AID 1645851; in the data active = activity change below about -25%
Target sequence (Q92551 whole entry, looked up): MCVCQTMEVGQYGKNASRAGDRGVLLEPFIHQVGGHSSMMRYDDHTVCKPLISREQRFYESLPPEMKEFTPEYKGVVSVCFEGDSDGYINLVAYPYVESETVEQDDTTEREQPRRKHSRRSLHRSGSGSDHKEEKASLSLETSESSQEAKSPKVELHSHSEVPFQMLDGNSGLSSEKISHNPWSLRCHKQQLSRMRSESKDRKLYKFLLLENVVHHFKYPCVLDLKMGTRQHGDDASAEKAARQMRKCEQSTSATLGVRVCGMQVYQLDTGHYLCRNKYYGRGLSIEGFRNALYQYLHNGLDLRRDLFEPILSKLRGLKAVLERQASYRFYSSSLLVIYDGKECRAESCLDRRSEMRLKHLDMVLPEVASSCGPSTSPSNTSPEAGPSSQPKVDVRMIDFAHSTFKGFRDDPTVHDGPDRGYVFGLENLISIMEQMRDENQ
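ADP-Glo luminescence measures ADP made by human IP6K1 during a 2 h RT reaction with ATP/IP6 (mix at 1.3 mM/130 uM); top library doses 57.5 and 19.1 uM final.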
Numbers without * were called inactive; i = inactive; u = inconclusive; x = not tested or not shown; [ ] = dose if it differs, or a comment. Unless noted, calls come from the whole dose curve; as a rule, active = well fitted curve in the direction sought with a large enough effect; inconclusive = small, poorly fitted or top-dose-only effect, or another doubt; inactive = no such curve, though single readings can be large; an effect the other way counts as inactive or inconclusive. Unless noted, % is set by controls: 0 for no effect and ±100 for the full control effect.

The line under a structure holds: 3T3 cytotox	Luciferase inh	HEK cytotox	GPT2 inhibitor	SNCA viab count	SNCA expr inh	IP6K1 inhibitor
CCOC(=O)c1ccc(NC(=O)C2CC(=O)N(c3n[nH]c4ccccc34)C2)cc1 (stereo unspecified)
  u	3%	u	-5%	5%	-12%	-1
Cc1ccc(C(=O)NCC(c2ccco2)S(=O)(=O)c2ccc(Cl)cc2)cc1C (stereo unspecified)
  x	x	x	x	-8%	28%	-14
O=C(N[C@@H]1CCOC[C@H]1OCCO)c1ccc(CN2CCCCCC2)cc1
  0%	4%	-23%	5%	1%	u	0
CC(=O)N1c2ccc(S(=O)(=O)NCCC(=O)N(C)Cc3ccccc3)cc2CC1C (stereo unspecified)
  x	x	x	x	3%	u	-3
CC(C)Cc1cc(C(=O)N2CCC3(CC2)Nc2ccccc2NC3=O)n[nH]1
  -20%	0%	u	-23%	-9%	2%	25
COc1ccc(CNC(=O)Cc2ccc(NC(=O)N3CCSc4ncccc43)cc2)cc1
  x	x	x	x	8%	46%[activator]	11
CN1C[C@H](C(=O)NCc2ccncc2)C[C@H]1c1cccc(C(F)(F)F)c1
  -27%[138 µM]	-4%[172 µM]	u	0%[88.5 µM]	1%[87.6 µM]	12%[87.6 µM]	12
Cc1cc(C)cc(NC(=O)c2cnn(-c3ccc(C)c(C)c3)c2C2CCNCC2)c1
  x	x	x	x	-5%	-9%	-10
COc1cccc(C(=O)NCC(=O)OCc2cc(=O)n3ccsc3n2)c1
  x	x	x	x	13%	-16%	-3
CCOC(=O)OC(C)OC1=C(C(=O)Nc2ccccn2)N(C)S(=O)(=O)c2ccccc21 (stereo unspecified)
  x	x	x	i	9%[23.9 µM]	20%[25.6 µM]	5
CCCN(CCN1CCN(c2ccccc2OC)CC1)C1CCc2ncsc2C1 (stereo unspecified)
  x	x	x	u	13%	x	52
COc1ccc(-c2cc(N3CCCC(NC(=O)c4cccc(C#N)c4)C3)n[nH]2)cc1 (stereo unspecified)
  u	20µM*	u	i	-11%	u	4
CCOc1ccc(CC(=O)N2CCC(Cc3nc(C(C)C)no3)CC2)cc1
  -28%	-1%	u	i	-5%	32%[activator]	6
O=C(CNC(=O)c1cccc(-c2ccc(C(F)(F)F)cc2)c1)NCc1cccs1
  u	x	40µM*	i	9%[12.5 µM]	-3%	-1
CCOC(=O)CN1C(=O)c2ccccc2Sc2ncccc21
  x	x	x	x	1%	11%	-16
Cc1ccc(NC(=O)N2CCN(c3nc(N)nc4sc(-c5cccnc5)nc34)CC2)cc1
  x	x	x	3%	u	x	-7
COCCOC1CCOC2(CCN(C(=O)C3(c4ccccc4)CC3)CC2)C1 (stereo unspecified)
  0%	-2%	5%	i	8%[12.5 µM]	-18%	6
CC(NC(=O)C(O)C(C)C)C(=O)NC1C(=O)N(C)CCc2ccccc21 (stereo unspecified)
  x	x	x	1%	-6%	x	12
COc1ccc(CNC(=O)Nc2ccc3c(c2)N(C)C(=O)c2ccccc2S3)cc1
  x	x	x	x	-7%	u	14
Cc1noc(-c2ccc(OC3CN(C(=O)Cc4ccccc4)C3)cc2)n1
  -13%	4%	u	i	-17%	-30%	10
C[C@@H](NC(=O)C1=C[C@@H](NC(=O)c2cccs2)[C@@H](O)[C@H](O)C1)C(N)=O
  -5%[174 µM]	-5%[172 µM]	-13%[172 µM]	-29%[88.5 µM]	5%[87.6 µM]	-4%[87.6 µM]	5
O=C(NCCS(=O)(=O)N1CCN(c2ccc(F)cc2)CC1)C1CC(=O)N(c2ccc(F)cc2)C1 (stereo unspecified)
  x	x	x	x	4%	-15%	9
CCOc1ccc(C(=O)NCCn2cc(SCC(=O)Nc3ccccc3)c3ccccc32)cc1
  x	x	x	x	u	-30%	0
Cc1ccc(C(=O)Nc2c(C)nc3ccccn3c2=O)cc1C
  x	x	x	x	0%	94%[activator]	-5
CCc1nn2c(=O)c(S(=O)(=O)Nc3ccc(Br)cc3F)c(C)nc2s1
  x	x	x	x	9%	10%	-8
C=CCNC(=O)C[C@@H]1CCN(S(=O)(=O)c2ccc(OC)cc2)C[C@@H]1CC
  -18%[174 µM]	-2%[172 µM]	3%[172 µM]	-2%[88.5 µM]	-7%[87.6 µM]	-22%[87.6 µM]	-7
Cc1c2cnn(-c3ccccc3)c(=O)c2c(C)n1CCCC(=O)Nc1cccc(F)c1
  x	x	x	x	-2%	-2%	0
CC1=NS(=O)(=O)N(C)C=C1C(=O)OCc1nc(Cc2cccc(C)c2)no1
  -30%	1%	-26%	u	-9%	0%	-10
CCCCNC(=O)CCn1nc(-c2ccc(Cl)cc2)c2ccccc2c1=O
  x	x	x	x	9%	31%[activator]	-11
O=C(CCn1nnc2ccccc21)N1CCc2c(ncnc2N2CCOCC2)C1
  -29%	-3%	-16%	-12%	3%	-12%	-6
CN(Cc1ccccc1)C(=O)CN1C(=O)CSc2ccc(S(=O)(=O)N3CCOCC3)cc21
  x	x	x	x	-19%	-5%	18
CCCN(CC1CCOC1)S(=O)(=O)c1ccc2c(c1)OCCO2 (stereo unspecified)
  -23%	14%	2%	i	-19%	-9%	-2
CNC(=O)CN(C)C(=O)c1cc2c(s1)CCN(C(=O)c1ccc(Cl)cc1)C2
  -22%	0%	-19%	3%	6%	9%	31
COc1ccc(-c2nc(C(C)C)nc3c2CCN(C(=O)Nc2ccccc2)CC3)cc1
  u	-4%	u	4%	-11%	-1%	4
COc1ccc(Cl)cc1NC(=O)c1cc(C)nc2c1c(C)nn2-c1ccccc1
  x	x	x	x	7%	1%	17
Cc1ccc2scc(N3CCC(C)CC3)c(=O)c2c1
  x	x	x	x	-1%	95%[activator]	-12
O=C1CCN(C(=O)c2ccccc2)CCCC(C(=O)NCCCN2CCCC2)CCN1 (stereo unspecified)
  i	8%	i	2%	0%	22%	-11
O=C(c1ccc(Br)o1)N1CCN(C2CCN(Cc3ccccn3)C2=O)CC1 (stereo unspecified)
  -13%	-1%	u	4%	-1%	24%	28
CCOc1ccccc1C(=O)N(Cc1cc(OC)c(OC)c(OC)c1)C1CCS(=O)(=O)C1 (stereo unspecified)
  x	x	x	x	5%	-30%	-5
Cc1ccc(NC(=O)Cn2nc3c(cc2=O)CCCC3)cc1Cl
  x	x	x	x	-4%	-2%	5
O=C1NCCCCCCN[C@H]2C[C@H](c3nc(-c4cccnc4)no3)C[C@@H]12
  -9%	-1%	-11%	-6%	0%	8%	8
CC(=O)N1CCCC2(C1)CN(C)c1ccc(C(=O)NCC(F)(F)F)cc12 (stereo unspecified)
  u	-4%[172 µM]	0%[172 µM]	2%[88.5 µM]	6%[87.6 µM]	6%[87.6 µM]	3
O=C(Nc1ccccc1C(=O)OCc1cc(=O)n2ccsc2n1)c1ccc(Cl)cc1
  x	x	x	x	8%	-15%	23
CC(C)CCN1CCC(N2CCN(S(=O)(=O)c3ccc4c(c3)CCC4)CC2)C1=O (stereo unspecified)
  -27%	0%	u	-9%	2%	0%	1
CCOc1ccccc1NC(=O)CSc1nc2c(oc3ccccc32)c(=O)n1-c1ccc(C)c(C)c1
  x	x	x	x	12%	26%	-15
CN(C)c1cccc(-c2cnc(NC(=O)c3ccncc3)c3c2CCO3)c1
  -25%[138 µM]	-26%[172 µM]	u	i	7%[87.6 µM]	35%[87.6 µM]	-20
O=C(C1CCCN1C(=O)c1cccc(Cl)c1)N1CCC(N2CCOCC2=O)CC1 (stereo unspecified)
  -6%	x	-4%	i	11%	1%	14
O=C(CC1=C2CCCCC2N(Cc2ccccc2)C1=O)NC1CC1 (stereo unspecified)
  -6%	-6%	-12%	i	0%	2%	5
CCc1ccc(NC(=O)N(Cc2c[nH]c3ccccc23)C2CCCCCC2)cc1
  x	x	x	x	5%	95%[activator]	-5
COCCC(=O)N1CC[C@H]2COC(=O)N2c2cc(F)ccc2C1
  0%[174 µM]	4%[172 µM]	0%[172 µM]	i	2%[87.6 µM]	-21%[87.6 µM]	-12
CC(C)N1C(=O)OCC12CCN(Cc1cccc(C#N)c1)C2 (stereo unspecified)
  u	0%[172 µM]	-4%[172 µM]	0%[88.5 µM]	0%[87.6 µM]	-15%[87.6 µM]	-1
CCc1ccc(CNC(=O)Cn2nc(-c3ccc(Cl)cc3)ccc2=O)cc1
  x	x	x	x	14%	-7%	-19
Cc1ccccc1-c1nnc(C2CCN(S(=O)(=O)c3ccc(Cl)cc3)CC2)o1
  x	x	x	x	-8%	-1%	15
C[C@@]12C[C@]3(O)O[C@H](O1)[C@]1(COC(=O)c4ccccc4)[C@H]3C[C@@]12O[C@@H]1O[C@H](COC(=O)c2ccccc2)[C@@H](O)[C@H](O)[C@H]1O
  x	x	x	3%[27.3 µM]	-2%[23.9 µM]	x	-18
CN(C)Cc1ccc(-c2ccc(CO)cc2CO)cc1
  -14%	-8%	-9%	i	-2%	-1%	2
COc1ccc(CCCN2C(=O)O[C@@H]3CN(c4cc(OC)ncn4)C[C@@H]32)cc1
  u	-3%	u	-10%	-3%	u	11
COCCN1C(=O)CCc2cc(NC(=O)Cc3ccc(OC)cc3Cl)ccc21
  -28%	-7%	-29%	i	-1%	-6%	20
CC(=O)c1cccc(NC(=O)Cn2c(=O)oc3cc(S(=O)(=O)N4CCCC4)ccc32)c1
  x	x	x	x	1%	10%	5
O=C(NCCNC(=O)c1ccc(C(F)(F)F)cc1)c1ccc(-c2cccc(C(F)(F)F)c2)cc1
  -2%	x	5%	x	x	x	-4
CCn1c(Cn2ccnc2C)nnc1C1CCN(c2cc(C#N)ccn2)CC1
  -27%	0%	-7%	-22%	-2%	11%	-6

Continued.
The line under a structure holds: 3T3 cytotox	Luciferase inh	HEK cytotox	GPT2 inhibitor	SNCA viab count	SNCA expr inh	IP6K1 inhibitor
O=C(NCc1cccnc1)C1CCc2nnc(-c3cccc(C(F)(F)F)c3)n21 (stereo unspecified)
  -14%	x	3%	-10%	2%	2%	-2
FC(F)(F)Oc1cccc(CNC[C@H]2Cn3ccnc3CO2)c1
  -25%[174 µM]	1%[172 µM]	u	1%[88.5 µM]	-9%[87.6 µM]	-12%[87.6 µM]	14
CN1CC(=O)N(C2CCC2)Cc2c(NCc3cccs3)ncnc21
  u	-6%[172 µM]	u	i	10%[87.6 µM]	14%[87.6 µM]	-11
CNC(=O)[C@@H]1C[C@H](Oc2ccccc2)CN1C(=O)c1ccc(OC)nc1OC
  3%	-6%	4%	u	-22%	-21%	0
Cc1ccc(CCNC(=O)C2CCN(c3cc(C(F)(F)F)ncn3)CC2)cc1
  u	-7%	u	i	6%	-9%	17
Cc1noc(C)c1CN1CCCC(COc2ccccc2C(=O)N2CCC(C)CC2)C1 (stereo unspecified)
  -6%	-5%	-21%	1%	-7%	7%	-9

Screening results as filed in PubChem BioAssay.

The list is partial; rates above refer to the full screens.
